NR1D1 modulator: modulators of human Rev-erb alpha DNA binding; Rev-erbα–FITC-DNA binding, fluorescence polarization, 90 min; P20393; activity, % at 10 µM; 370,000 tested, 0.79% active;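 active = activity above about 14%, limit read from the data; passing the limit was not always enough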;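 also: 0% = DMSO wells with 35 nM protein and 100% = DMSO wells with 750 nM protein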
ASAP1 inh: inhibitors of human ASAP1 ArfGAP activity. ASAP1-stimulated ARF1 GTP hydrolysis, GDP FP detection. inhibition, % at 16.5 µM. 360,000 tested, 0.19% active; in the data active = inhibition above about 25%;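 also: 0% = vehicle with enzyme and substrate and 100% = no enzyme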
Target sequence (Q9ULH1 325-724 limits assumed): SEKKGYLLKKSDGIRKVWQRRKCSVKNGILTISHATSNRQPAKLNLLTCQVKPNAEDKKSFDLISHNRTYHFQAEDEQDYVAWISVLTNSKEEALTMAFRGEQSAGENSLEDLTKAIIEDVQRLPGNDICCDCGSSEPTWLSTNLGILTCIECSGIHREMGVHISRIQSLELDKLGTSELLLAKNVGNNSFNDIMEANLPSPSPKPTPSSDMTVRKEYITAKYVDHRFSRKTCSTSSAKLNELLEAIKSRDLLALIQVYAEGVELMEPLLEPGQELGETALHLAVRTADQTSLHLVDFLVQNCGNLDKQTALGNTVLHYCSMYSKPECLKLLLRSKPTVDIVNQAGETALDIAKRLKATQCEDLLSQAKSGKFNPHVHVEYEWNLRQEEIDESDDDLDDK
PLCb3 inh: PLC-beta3 (human) inhibition, primary screen. inhibition, % at 12.2 µM. Purified PLC-beta3, fluorogenic substrate, fluorescence. 370,000 tested, 0.18% active. AID 720704; in the data active = inhibition above about 11%;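 also: 0% = median of compound wells on plate and 100% = full blocker control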
KLK7 zymogen act: activates the human kallikrein-7 zymogen | P49862 | 370,000 tested, 0.9% active | activation, % at 7 µM | AID 652039 | purified proKLK7, EDANS-DABCYL substrate fluorescence; 100% is mature enzyme control, 0% vehicle;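 active = activation above the mean of all tested compounds plus 3 SD, computed per campaign excluding outliers beyond control limits, cut at about 13% in these data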
UHRF1 MBD2 ctr: human UHRF1 methylated DNA binding inhibitors. Q96T88. UHRF1 binding to methylated oligo, TR-FRET. inhibition, % at 4.4 µM. 370,000 tested, 0.75% active. AID 687016; in the data active = inhibition above about 21%;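 also: UHRF1 SRA domain binding a hemimethylated CpG hairpin DNA probe; 0% = median of test compound wells and 100% = reference inhibitor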
sPLA2-III inh: Blocks human group III sPLA2 activity. QFRET BODIPY PC-A2 liposome hydrolysis, fluorescence. inhibition, % at 12.2 µM. 370,000 tested, 0.56% active;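 active = inhibition above mean plus 3 SD of compounds lying within the high and low control bounds, cut at about 19% in these data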;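 also: 0% = median of test compound wells and 100% = no enzyme DMSO wells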
Target sequence (Q9NZ20 whole entry, looked up): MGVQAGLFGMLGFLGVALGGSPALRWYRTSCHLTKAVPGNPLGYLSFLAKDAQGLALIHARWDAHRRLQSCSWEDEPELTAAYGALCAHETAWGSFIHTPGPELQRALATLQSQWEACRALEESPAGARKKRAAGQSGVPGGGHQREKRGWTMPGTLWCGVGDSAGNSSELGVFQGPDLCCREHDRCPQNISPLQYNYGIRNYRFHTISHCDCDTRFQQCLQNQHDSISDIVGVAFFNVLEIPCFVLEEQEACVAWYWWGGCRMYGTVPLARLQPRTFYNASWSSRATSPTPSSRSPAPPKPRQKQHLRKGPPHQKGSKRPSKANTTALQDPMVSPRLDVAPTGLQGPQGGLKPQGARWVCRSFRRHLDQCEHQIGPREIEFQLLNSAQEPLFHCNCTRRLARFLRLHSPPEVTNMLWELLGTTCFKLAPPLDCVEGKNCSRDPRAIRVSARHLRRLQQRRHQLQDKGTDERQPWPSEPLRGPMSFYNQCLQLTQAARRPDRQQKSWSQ
Tn7 DDE FP: inhibitors of Tn7 peptide binding to human fibrin DD(E); P02675; FP displacement of FITC-Tn7 peptide from fibrin DD(E); 0% = median of compound wells per plate; inhibition, % at 8.3 µM; 370,000 tested, 0.13% active; AID 720508;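 active = inhibition above the mean of compounds falling within the control limits plus 3 SD of them, cut at about 14% in these data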;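 also: 0% = plate median of compound wells and 100% = 10 µM Aha-Tn7 peptide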
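Test system – human fibrin DD(E) · Times – 10 min preincubation, 3 h with tracer, room temperature · Detection – fluorescence polarization of the labelled Tn7 tracer · Measure – percent inhibition normalized to high-control wells · Benchmarks – high control wells with 10 µM unlabelled Aha-Tn7 peptide (full inhibition) · Repeats – singlicate testing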
ARFGAP1 inh: rat ARFGAP1 inhibition. AID 651572. Arfgap1-stimulated ARF1 GTP hydrolysis, GDP FP detection. Q62848. inhibition, % at 16.5 µM. 360,000 tested, 0.26% active;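 active = inhibition above a per-plate limit, mean inhibition of low control wells plus 3 SD, cut at about 25% in these data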;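 also: 0% = DMSO wells with enzyme and 100% = wells lacking Arfgap1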
Target sequence (Q62848 1-136 limits assumed): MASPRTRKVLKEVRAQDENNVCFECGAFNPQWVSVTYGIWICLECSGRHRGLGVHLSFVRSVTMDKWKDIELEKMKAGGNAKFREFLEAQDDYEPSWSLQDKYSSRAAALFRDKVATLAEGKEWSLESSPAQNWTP
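System: truncated rat Arfgap1 GAP domain / Benchmarks: high control wells lacking Arfgap1, low control full reaction with DMSO / Times: compound-enzyme preincubation 20 min, reaction 120 min, detection 60 min, 25 °C / Repeats: one replicate per compound / Also added: human ARF1(Δ1-17)-GTP substrate / Measured by: Tracer-displacement fluorescence polarization with EDTA stop, 620/688 nm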
Tn6 DDE FP: DD(E)-Tn6 binding inhibition, primary FP screen; P02675; Fibrin DD(E) TRITC-Tn6 fluorescence polarization displacement; inhibition, % at 8.3 µM; 370,000 tested, 0.21% active; AID 720509;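 active = inhibition above a per-campaign cutoff: mean of compounds within control limits plus 3 SD, cut at about 15% in these data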;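 also: 0% = median of all compound wells on the plate and 100% = blocking peptide control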
PLC-gamma1 inh: PLC-gamma1 (human) inhibition, primary screen; P19174; purified PLC-gamma1, fluorogenic substrate, fluorescence; inhibition, % at 12.2 µM; 370,000 tested, 0.84% active; AID 720700; in the data active = inhibition above about 9.5%
Starred values were filed as active, the others as inactive; & = joins results of further samples.

SMILES | NR1D1 modulator | ASAP1 inh | PLCb3 inh | KLK7 zymogen act | UHRF1 MBD2 ctr | sPLA2-III inh | Tn7 DDE FP | ARFGAP1 inh | Tn6 DDE FP | PLC-gamma1 inh
CC(=O)NCC1=C(c2ccc3ccccc3c2)C[C@@H]2CC[C@H]1N2Cc1ccco1 | -7.6 | 6.7 | -2.7 | 0.5 | -2.0 | -11.8 | -2.3 | 9.6 | 0.7 | -3.5
O=C(C1CC(c2ccccc2O)=NO1)N1CCC2(CC1)OCCO2 (stereo not drawn) | -2.3 | 4.4 | -2.9 | -0.1 | -3.1 | -0.9 | -0.1 | 8.5 | 6.7 | 1.5
NP(=O)(OCC(F)(F)F)Oc1cccc2ccccc12 (stereo not drawn) | 5.9 | -4.9 | -2.3 | -2.3 | 3.1 | -3.1 | -3.1 | 4.2 | -3.9 | -1.6
CC(=O)N1CCN(CC(=O)Nc2ccc(C#N)c(Cl)c2)CC1 | 0.5 | 8.0 | 1.1 | -0.6 | 2.1 | 4.2 | 0.2 | 3.0 | -1.6 | 0.8
O=c1[nH]c(=O)n(C2CCCCCC2)c(O)c1C=NCC1CCCO1 (stereo not drawn) | -8.9 | 0.9 | 1.0 | -0.1 | -0.2 | 1.7 | 7.8 | -16.7 | 4.3 | -2.2
O=P(Oc1ccc(Cl)cc1)(N1CC1)N1CC1 | -4.0 | 2.5 | -1.1 | 0.1 | -1.3 | -2.2 | -0.8 | 4.6 | -0.5 | -2.0
CC(=O)CC(c1ccc2c(c1)OCO2)c1c(O)c2ccccc2oc1=O (stereo not drawn) | 4.6 | -13.8 | -0.4 | -0.6 | -0.8 | -4.2 | -3.3 | 1.6 | -0.1 | -1.3
Cc1ccc(NP(=O)(Oc2ccccc2)Oc2ccccc2)cc1 | -2.3 | 7.5 | -3.3 | -0.3 | -0.8 | 2.0 | 2.5 | 5.3 | 3.8 | -1.6
COC(=O)C1=C(c2ccc(F)cc2OCc2ccccc2)C[C@@H]2CC[C@H]1N2C(=O)NCc1ccc([N+](=O)[O-])cc1 | 0.7 | -6.2 | 2.4 | 0.1 | -3.7 | -12.3 | -8.2 | 17.5 | -0.7 | 2.8
CS(=O)(=O)c1ccc(C(=O)N2CCC(C(=O)O)(c3ccccc3)CC2)cc1 | -0.8 | 4.4 | -9.4 | 0.0 | 0.3 | 6.4 | 1.3 | 0.8 | -8.4 | 0.3
CN(C)P(=O)(N(C)C)N1CC1 | -1.9 | -4.6 | 3.7 | -0.5 | -2.1 | 1.8 | -0.7 | 9.0 | -4.9 | 2.9
COC(=O)CSC1=NP(=S)(SCC(=O)OC)N2CCCC2=C1C#N (stereo not drawn) | -0.7 | 11.8 | 1.6 | 0.6 | 5.5 | -14.4 | 1.1 | -4.9 | 0.7 | -0.8
Cc1ccc(N)c(N)c1 | 3.1 | 6.5 | -10.3 | -0.1 | -1.2 | -3.1 | 5.0 | 1.7 | 9.5 | -12.3
CC[N+]12CCC(CC1)C(C(O)(c1ccccc1)c1ccccc1)C2 (stereo not drawn) | -3.4 | -11.4 | -3.7 | -0.6 | -4.3 | -5.4 | -5.0 | 3.6 | 4.5 | 2.3
CN1C(=O)C(=Cc2ccccc2OCCOc2ccc([N+](=O)[O-])cc2)C(=O)N(C)C1=O | 2.3 | -8.3 | -4.3 | -1.0 | -3.0 | -5.1 | -3.5 | -7.8 | -12.3 | -2.5
CCCC(C)(COC(N)=O)COC(=O)NC(C)C (stereo not drawn) | 1.5&3.4 | -3.8 | 2.5 | 0.0 | -0.1 | -1.0 | -2.0 | -3.7 | -2.5 | -0.2
O=C1NC(=O)C(Sc2ccccc2[N+](=O)[O-])C(=O)N1 | 0.2 | 41.7* | -53.3 | 0.5 | -1.3 | 2.8 | -1.4 | 22.5 | 5.7 | -33.5
CCOP(=O)(OCC)C(O)c1ccc(OC)cc1OC (stereo not drawn) | 0.3 | 7.8 | 2.9 | 0.1 | 5.5 | 15.8 | 4.1 | 7.5 | -5.5 | -0.2
COc1ccc(CCNCc2ccc(F)cc2)cc1OC | -3.5 | 3.1 | 1.6 | -0.6 | -3.6 | 4.7 | 1.0 | 10.4 | 0.2 | 1.3
CN1CCCC2c3ccccc3CCC21 (stereo not drawn) | -2.6 | 5.2 | -5.3 | 0.2 | 21.6* | -5.8 | 2.8 | -5.3 | 8.6 | -3.0
CN1CCN(C(=O)COc2ccc(S(=O)(=O)Nc3ccc(F)cc3)cc2)CC1 | -0.2 | -6.9 | -6.5 | -0.3 | -2.2 | 0.4 | -3.6 | 7.3 | -4.8 | 5.4
CC(=NCCC1=CCCCC1)c1c(O)[nH]c(=O)[nH]c1=O | -1.6 | 5.7 | 3.4 | 0.0 | -0.9 | 0.9 | -7.6 | 0.5 | 1.5 | 0.2
COC(=O)C1=C(c2ccc(S(C)(=O)=O)cc2)C[C@@H]2CC[C@H]1N2C(=O)N1CCC(O)CC1 | -1.1 | 4.3 | 3.0 | 0.1 | 0.2 | 1.1 | -3.8 | 7.2 | 2.3 | 4.0
CCCCn1c(O)c(C(C)=NCCCn2ccnc2)c(=O)[nH]c1=O | -0.2 | -15.7 | 3.2 | -0.6 | 0.0 | -1.7 | -5.5 | -5.4 | 2.6 | 0.6
O=C(CCc1ccccc1)N1Cc2cc(N3CCCCC3)ccc2-n2nncc2C1 | -4.8 | -10.3 | -19.4 | 0.1 | -0.8 | 1.2 | -2.3 | 25.3* | 5.9 | -10.5
O=C1NC(=O)C2(CCCC2)C(=O)N1 | 1.6 | -1.1 | -2.1 | 0.4 | 0.9 | 2.9 | -2.1 | 11.1 | -4.1 | 3.7
CN1C(=O)NC(=O)/C(=C/c2ccc([N+](=O)[O-])o2)C1=O | -3.6 | -3.4 | -16.6 | 0.4 | 65.2* | -0.5 | 1.2 | -8.4 | 2.1 | -9.7
O=C1NCN(c2ccccc2)C12CCN(C(c1ccnc3ccccc13)c1nnnn1-c1ccc3c(c1)OCCO3)CC2 (stereo not drawn) | 6.2 | 3.3 | 5.9 | 0.2 | -0.3 | 1.2 | -4.4 | 3.5 | -5.4 | 1.4
COc1ccc(-c2nn(CCC#N)cc2C(=O)NCc2ccccc2)cc1OC | -1.7 | -2.6 | -3.0 | -0.1 | -2.2 | 1.4 | -0.4 | 0.1 | -4.5 | 3.1
O=c1[nH]c(=O)n(-c2ccccc2)c(O)c1N=Nc1ccc(Br)cc1 | 1.8 | 13.6 | -18.9 | 0.0 | -0.8 | -6.8 | -4.1 | 11.6 | 0.5 | -3.6
N#CCP(=S)(c1ccccc1)c1ccccc1 | -0.6 | -2.2 | 3.4 | -1.1 | 2.7 | -12.5 | -4.0 | 1.3 | 0.3 | 3.3
O=C1NC(=O)N(C2CCCCC2)C(=O)C1C1c2ccccc2C(=O)N1Cc1ccccc1 (stereo not drawn) | -7.8 | -1.4 | -0.3 | 0.1 | 0.6 | 4.3 | -2.9 | 2.3 | -14.6 | 0.5
COc1ccc2c(c1)NP(=S)(Oc1ccccc1)N2 (stereo not drawn) | -32.5 | -17.4 | -139.4 | -0.5 | -5.4 | -4.9 | 4.0 | -7.9 | 9.1 | -83.4
O=C(Cc1ccccc1)N1CCN(C2CCCC2)CC1 | 3.5 | -5.5 | 5.8 | -0.4 | 2.6 | 6.2 | -1.9 | -2.6 | -9.2 | 6.0
CCOC(=O)C(NC(=O)C(Cc1ccc(N(CCCl)CCCl)cc1)NC(C)=O)C(C)C (stereo not drawn) | -0.5 | 0.1 | -6.4 | 0.4 | 3.4 | 2.7 | 3.0 | 4.1 | -0.5 | -1.1
COc1ccc(CCNCc2ccc(SC)cc2)cc1 | -3.5 | 4.6 | 1.4 | 0.8 | 1.9 | -2.9 | -7.5 | 3.6 | -10.3 | 0.8
O=c1[nH]c(=S)n(Cc2ccco2)c(O)c1C=NCc1cccs1 | -19.8 | 9.2 | 1.3 | -0.2 | 0.1 | -3.7 | 2.2 | -6.2 | 3.3 | -1.8
Oc1ccc(Cl)cc1 | -7.8&4.6 | 5.0 | -3.0 | 0.0 | 0.5 | 8.3 | -3.9 | 2.9 | 6.6 | -2.1
Cc1cc(C(=O)Nc2ccccc2)nn1C(C)(C)C | -5.3 | -2.6 | 3.6 | 0.4 | 3.9 | 17.0 | 5.6 | 5.5 | 2.2 | 2.6
O=C(Cc1ccccc1)OCn1nnc2ccccc2c1=O | 7.0 | -3.5 | -2.3 | 0.8 | -1.2 | -2.7 | -1.9 | -5.1 | -3.5 | -1.5
CC1CN=C(NCc2ccccc2Cl)S1 (stereo not drawn) | -2.9 | 2.5 | -1.4 | 0.3 | 4.0 | 3.2 | -5.5 | -6.6 | 3.7 | 8.2
Cc1ccc(OCCOc2cccc(C=C3C(=O)NC(=O)NC3=O)c2)cc1 | 1.6 | 3.9 | -3.1 | -0.1 | -5.0 | 14.0 | -3.3 | 8.8 | -2.9 | 11.3*
CC(C)COc1ccc(Cc2c(O)[nH]c(=S)[nH]c2=O)cc1 | 1.3 | -17.8 | -7.2 | -0.3 | 0.1 | 8.7 | 8.3 | -8.0 | -2.3 | -5.5
Cc1cccn2c(=O)c3c(nc12)N1CCc2ccccc2C1C1(C3)C(=O)NC(=O)N(C)C1=O (stereo not drawn) | 0.7 | -12.2 | -9.1 | 0.3 | -2.8 | -4.8 | 5.5 | 8.6 | -2.6 | -6.6
Nc1ncn[nH]1 | -2.6 | -1.9 | -5.3 | 0.1 | 0.9 | -1.0 | 6.3 | -5.3 | 3.4 | -0.6
CC(C)CN(CC(C)C)c1ccc(C=C2C(=O)NC(=S)NC2=O)cc1[N+](=O)[O-] | 5.3 | 14.4 | -6.4 | 0.6 | -7.9 | -0.5 | -2.8 | -15.5 | 3.6 | 0.4
Cc1ccc(OC(=O)N(C)C[C@@H]2OCc3cnnn3CCCC(=O)N([C@@H](C)CO)C[C@H]2C)cc1 | -6.4 | -3.8 | 1.2 | 0.8 | 0.4 | -3.3 | -3.8 | 1.7 | 7.2 | -0.3
O=C1NC(=O)N(c2ccc3c(c2)OCO3)C(=O)/C1=C\c1ccsc1 | 1.9 | 5.5 | -1.1 | 1.0 | 0.2 | 0.8 | -4.5 | -2.6 | 3.2 | 6.2
Cc1nn(C2CCOC(C)(C)C2)c2c1C(c1ccc3c(c1)OCO3)SCC(=O)N2 (stereo not drawn) | 12.1 | 2.5 | -0.8 | 0.4 | 1.0 | -9.4 | -6.4 | -7.0 | -7.3 | -1.2
O=C(COc1ccc(Cl)cc1Cl)N1CCN(C/C=C/c2ccccc2)CC1 | 2.1 | 8.4 | -5.5 | -0.7 | 9.7 | -32.0 | -4.0 | 3.7 | -6.9 | -1.2

Only part of the results is shown. The share of hits here may be higher or lower than overall.
